Ins promoter up – MIN6 insulin promoter up-regulation | MIN6 insulin promoter-GFP reporter, high-content imaging; stronger effect = higher value | z-score at 5 µM | 0.3% of 190,000 active;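 active means z-score above 3 at 5 µM with at least 500 cells counted in the well; inconclusive means wells under 500 cells, flagged as cytotoxic or low count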
WT yeast gro inh – growth inhibition of WT yeast, mitochondrial fusion screen; 2.1% of 190,000 active; mitochondrial fusion phenotypic screen, WT strain; AID 1362; inhibition, % at 10 µM; in the data active means inhibition above about 58%; tested in S. cerevisiae
HEK293 NOD2/NF-kB – inhibition of NOD2-driven NF-kB reporter – cell-based, luminescence, uHTS, HEK293 (AID 1566); HEK293 NOD2/NF-kB luciferase reporter, luminescence; higher % means a stronger effect; inhibition, % at 4 µM; hits with a dose series show EC50 in µM; 0.63% of 290,000 active; in the data active means inhibition above about 50%; further: many of its hits are not listed in these tables
MT stabilizer – microtubule stabilizers in HeLa cells | HeLa tubulin immunostaining HCS, 24 h; share of cells brighter than vehicle mean+2SD | % tubulin-high responders, % at 10 µM | 0.83% of 200,000 active | AID 2205;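 active means plate Z-score above 3 for both tubulin-high and condensed-nucleus cell shares, with cell loss under 80%, at 10 µM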;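 further: anti alpha tubulin signal scored within the nucleus-defined area of each cell; some results filed as inactive read as strong as hits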
Dynein cargo inh – blocks dynein driven cargo transport along microtubules | 3617.4 mouse cells, GR-EGFP nuclear translocation imaging; test concentration mostly 20 µM; stimulated with dexamethasone, 1 µM; stronger effect = lower value | z-score, hits read low | 0.47% of 220,000 active;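 active means plate z-score of nuclear minus cytoplasmic receptor signal below a set negative limit, without overly bright fluorescence or cell loss, cut at about -3.5 in these data, passing the limit was not always enough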;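 further: z-score of nuclear minus cytoplasmic ring GR-EGFP intensity difference per well; some compounds called inactive have numbers as strong as hits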
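Buffer or medium: tet-free medium with charcoal-stripped serum / Also added: dexamethasone agonist, 1.0 µM final, for 30 min / Timing: induction 48 h, compound 1 h, agonist 30 min / Measured by: high-content fluorescence imaging after fixation / Read-out: nuclear-to-cytoplasmic GR-EGFP distribution per well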
Yfh1-depleted yeast – mitochondrial function rescue without frataxin homolog – Friedreich's ataxia, plus single-dose screen, dose response (AID 1465); S. cerevisiae Yfh1-off respiration, WST-1 reduction, 72 h; higher fold induction means a stronger effect; fold induction at 50 µM, or EC50 in µM where a hit was titrated; 0.074% of 220,000 active;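 active means fold induction of absorbance versus untreated yeast above a set limit, then at least 30% activation at any dose in follow-up; inconclusive means repeats straddling the limit, or above it without dose testing; inactive means fold induction below the set limit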;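 further: activators that raise dye reduction in frataxin-depleted yeast; strong numbers were not always called active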
b-catenin transl – modulators of beta-catenin nuclear translocation; HeLa beta-catenin nuclear translocation, immunofluorescence imaging; nuclear translocation activity, % at 5 µM; 0.3% of 190,000 active; AID 1665;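 active means nuclear translocation activity above 50% at 5 µM, with a well cell count of 50 or more; inconclusive means wells under 50 cells across six images, flagged as toxic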;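 further: per-cell ratio of nuclear to cytoplasmic median beta-catenin stain intensity; plate controls were DMSO negative control for no effect and GSK-3 inhibitor IX positive control for full effect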
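Signal – beta-catenin immunofluorescence imaging with DAPI · Test system – human HeLa cell line · Dosing – 5 µM primary single dose, 0.1% DMSO, 0.02–20 µM confirmation series · Measure – % activation, nuclear-to-cytoplasmic median beta-catenin signal ratio per cell · Incubation – 24 h compound exposure at 37°C, 5% CO2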
Autophagy HCS – alters autophagy in cells. calls only at 10 µM (by protocol). 0.98% of 190,000 active. MEF GFP-LC3 puncta imaging; test concentration mostly 10 µM. AID 463193;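 active means percentage of spot-positive cells more than 3 SD above its plate mean, without a fluorescence outlier flag or 80% toxicity; inconclusive means no clear call, values can overlap the other calls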;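 further: spot-positive cell cutoff set from DMSO-treated cells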
Lipid droplet – modulators of hepatic lipid droplet formation; AML12 mouse hepatocytes, oleate lipid droplets, BODIPY imaging; inhibition, % at 6.5 µM; 0.4% of 240,000 active; AID 1656;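 active means lipid droplet intensity inhibited by at least 50%, with more than 500 cells counted; inconclusive means wells with under 300 cells, treated as cytotoxic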
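Technique: fluorescence imaging, 20x objective, two fields per well / Assay system: AML12 hepatocytes (mouse) / Measure: % inhibition of lipid droplet signal / Doses: 6.5 µM single-point dosing / Incubation: overnight exposure / Reagent: 100 µM oleic acid challenge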
WT yeast gro inh mutant strain – recorded beside WT yeast gro inh, whose call it bears; inhibition, %; mitochondrial fusion phenotypic screen, mutant strain inhibition
Dynein cargo inh cytoplasmic EGFP – further read-out of Dynein cargo inh, marked with its call; z-score; measured here: cytoplasmic GR-EGFP intensity; stronger effect = higher value
Dynein cargo inh nuclear GR-EGFP – also measured in Dynein cargo inh; calls as there; z-score; measured here: nuclear GR-EGFP intensity;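 lower value marks the stronger effect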
Dynein cargo inh cell count – recorded beside Dynein cargo inh, whose call it bears; z-score; measured here: cell count per field
Ins promoter up cell count – also measured in Ins promoter up; calls as there; cell count; measured here: cytotoxicity, nuclei count;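 total cells summed across four imaged fields per well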
Lipid droplet cells 6.5 µM – also measured in Lipid droplet; calls as there; cell count; measured here: cell count, cytotoxicity flag;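 cells counted across two imaged fields per well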
b-catenin transl cell count 5 µM – second read-out of b-catenin transl, no call of its own (marks repeat the call); cell count; measured here: cell count, cytotoxicity flag
MT stabilizer Hoechst-high % – second read-out of MT stabilizer, no call of its own (marks repeat the call); % Hoechst-high responders; measured here: nuclear condensation Hoechst responders;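 share of cells brighter than vehicle mean plus two SD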
MT stabilizer cytotoxicity % – also measured in MT stabilizer; calls as there; toxicity, %; measured here: cytotoxicity by cell density;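 0% = mean cell density of plate MIN control wells and 100% = no cells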
Autophagy HCS cell loss 18 h – second read-out of Autophagy HCS, no call of its own (marks repeat the call); toxicity, %; measured here: cell loss, nuclei count;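 cell loss after 18 h compound exposure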
An asterisk follows results filed as active; i = inactive; ? = inconclusive; nt = not tested or not shown.

SMILES	Ins promoter up	Ins promoter up cell count	WT yeast gro inh	WT yeast gro inh mutant strain	HEK293 NOD2/NF-kB	MT stabilizer	MT stabilizer Hoechst-high %	MT stabilizer cytotoxicity %	Dynein cargo inh	Dynein cargo inh cytoplasmic EGFP	Dynein cargo inh nuclear GR-EGFP	Dynein cargo inh cell count	Yfh1-depleted yeast	b-catenin transl	b-catenin transl cell count 5 µM	Autophagy HCS	Autophagy HCS cell loss 18 h	Lipid droplet	Lipid droplet cells 6.5 µM
CC1CCN(C(=O)CCc2ccc(S(=O)(=O)NC(C)C)cc2)CC1	nt	nt	-1	-27	13%	2.3	2.2	10.0	0.15	-0.22	0.21	0.67	i	-14	1074	i	1	11	812
CCN(CC)C(=O)c1cc2cc([N+](=O)[O-])ccc2s1	-0.61	1528	-6	-11	4%	2.2	1.5	0.9	0.2	-0.14	-0.13	0.093	i	-1.1	1381	i	-8	nt	nt
COc1ccc(C(=O)OCC2CC(c3ccccc3)N(C)O2)cc1 (stereo not drawn)	-0.26	1497	-11	-38	18%	1.5	0.9	2.8	-0.33	-0.094	-0.46	0.35	i	0.1	1289	i	3	nt	nt
N#C/C(=C\c1cc([N+](=O)[O-])c(N2CCOCC2)cc1N1CCOCC1)c1nc2ccccc2[nH]1	-1.7	1601	-19	4	7%	2.8	0.9	5.9	-0.14	-0.14	0.43	0.36	?	0.3	1124	i	8	20	683
Cc1nonc1OCCNCc1c(C(=O)N(C)C)nc2ccc(Cl)cn12	-0.27	1670	17	7	20%	2.4	1.7	5.4	0.62	0.82	0.72	-1.1	i	0.9	1501	i	2	-2	685
COC(=O)[C@H](C)NC(=O)Nc1cccc(Br)c1	-0.14	1404	nt	nt	1%	nt	nt	nt	0.0094	-0.21	-0.015	-0.095	i	-2.7	1091	nt	nt	-6	698
Cc1cc(C)c2c(-n3cccc3)c(C(=O)NNS(=O)(=O)c3ccc(F)cc3)sc2n1	nt	nt	-1	-1	20%	2.0	2.5	10	0.043	0.49	-0.15	0.53	i	nt	nt	i	11	nt	nt
Cc1n[nH]c(C)c1CS(=O)(=O)c1ccccc1	-0.47	1314	-56	-14	1%	4.3	2.9	11	2.1	-0.24	0.96	0.24	i	-0.5	1131	i	1	-3	686
CC1(C)Cc2c(c(-c3ccco3)nc3sc4c(NCCO)ncnc4c23)CO1	-4.3	1231	-14	7	17%	0.6	1.9	9.6	1.5	-0.25	0.1	-1.6	i	-1.0	1090	i	-7	21	757
CC1=Cc2ccccc2C(C#N)N1C(=O)c1ccccc1 (stereo not drawn)	0.23	1138	-12	-15	6%	5.8	6.4	4.6	2.1	0.18	1.4	-2.4	i	0.6	509	i	-4	-14	595
COc1ccc(NC(=O)c2cc(SC)ccc2Cl)cc1	0.27	1685	-16	11	3%	5.8	3.0	5.9	-0.64	-0.18	-0.51	0.79	i	0.7	1125	i	8	10	642
CCSc1nnc(NC(=O)C(C)Sc2nc3ccccc3[nH]2)s1 (stereo not drawn)	0.16	1565	-10	-5	11%	3.8	4.1	7.8	0.17	-0.064	0.2	0.12	i	-0.7	1074	i	-4	5	611
S=c1[nH]nc(Nc2ccccc2)s1	-0.16	1228	13	32	-22%	3.9	1.6	0.1	-0.18	-0.26	-0.39	0.91	i	0.1	1150	i	18	5	734
CCOc1ccc(NC(=S)Nc2ccc(Br)cc2Cl)cc1	0.03	1581	18	17	3%	2.6	1.6	2.3	-0.67	-0.073	0.025	0.31	i	0.8	928	i	-18	2	668
O=C(NCCN1CCN(c2ccccc2)CC1)c1ccc(NC(=O)C2CCCO2)cc1 (stereo not drawn)	0.05	846	10	6	8%	2.6	1.0	3.6	1.1	0.16	1.1	-1.6	i	-0.2	1117	i	-7	-14	755
CCCOc1ccc(/C=N/Nc2ccc(C(=O)O)cc2)c(OCCC)c1	-0.82	1295	29	15	7%	1.7	2.8	6.5	0.37	0.23	0.46	-0.15	i	0.4	1130	i	-1	13	693
Cc1cccc(-n2cc(-c3ccccc3)c3c(N4CCOCC4)ncnc32)c1	0.28	1218	7	-4	27%	2.0	2.4	8.9	0.21	-0.31	-0.28	-0.11	i	0.5	1133	i	-6	10	649
Cn1c(-c2ccccc2)c(CCO)c2ccccc21	nt	nt	-16	-2	-8%	1.8	3.0	10	0.82	-0.27	0.72	1.1	i	0.2	525	i	-1	4	771
CC(C)(C)[C@@H]1C=C(C(=O)O)O[C@H](OCc2ccc(CO)cc2)C1	0.28	1508	2	10	-7%	1.7	1.7	3.4	-0.62	-0.21	-0.017	0.41	i	0.6	1128	i	12	6	742
COCCCN1C(=O)C(=O)/C(=C(/O)c2ccc3c(c2)OCCO3)C1c1ccc(C(=O)OC)cc1 (stereo not drawn)	0.37	1735	4	-4	23%	3.5	1.6	7.7	-0.64	-0.35	-0.012	1.2	i	-1.8	1396	i	0	nt	nt
Cc1cccc(C(=O)Nc2sc3c(c2C(=O)O)CCC3)c1	0.43	1007	nt	nt	25%	nt	nt	nt	-0.28	-0.27	-0.12	-0.051	i	-1.2	1348	nt	nt	-1	678
COC(=O)c1cc(Br)c(=O)n(Cc2ccco2)c1	0.24	1107	-21	-17	8%	3.3	2.9	8.5	1.6	0.094	1.2	-0.82	i	-5.0	961	i	0	nt	nt
CCSc1nc2ccccc2c(=O)n1-c1c(C)n(C)n(-c2ccccc2)c1=O	-0.19	1209	-1	7	-1%	4.8	2.8	3.2	0.52	0.14	0.58	-0.0093	i	1.1	1027	i	-5	3	652
CC(C)NC(=O)C(=O)NCCCN1CCOCC1	-0.13	1369	15	3	-8%	1.4	1.9	1.5	1.7	-0.035	0.86	-2.2	i	0.7	1099	i	3	14	761
Cn1c(SCC(=O)Nc2sccc2C(N)=O)nnc1-c1ccncc1	0.8	1123	nt	nt	14%	nt	nt	nt	1.2	-0.28	0.71	-0.53	i	-0.1	1320	nt	nt	2	746
O=C(CSc1nnc(Nc2ccccc2)s1)Nc1ccc(S(=O)(=O)N2CCOCC2)cc1	-0.63	1019	-13	-7	15%	3.1	1.2	3.2	-0.58	-0.0074	0.00033	0.5	i	-1.9	1170	i	2	9	817
CCS(=O)(=O)N1CCN(C(=O)COc2ccc(-c3ccccc3)cc2)CC1	0.43	1026	15	15	2%	1.6	1.7	5.5	0.31	-0.34	0.021	0.54	i	-4.4	1212	i	-10	-3	763
Cc1cc(NC(=O)Cn2nnc3sc4c(c3c2=O)CCCC4)no1	-1.2	1277	14	24	7%	5.7	2.5	3.9	-0.58	-0.15	-0.079	0.81	i	-3.6	967	i	-19	nt	nt
Cc1ccc(CNC(=O)/C=C/C(=O)O)cc1	0.58	1184	-8	10	0%	2.5	2.4	3.6	-0.75	-0.12	-0.74	0.52	i	-0.1	1102	i	-2	11	723
CCOC(=O)c1cnc(SC)nc1Oc1cccc(NS(=O)(=O)c2ccc(F)cc2)c1	0.15	756	-4	24	4%	4.4	3.3	16	-0.92	-0.33	-0.17	0.48	i	-2.1	915	i	20	nt	nt
Cc1ccc(S(=O)(=O)N2CCC(C(=O)OCC(=O)N3CCc4ccccc43)CC2)cc1	0.12	1308	18	7	16%	3.0	2.0	12	-0.29	-0.18	-0.029	-0.15	i	-1.6	1012	i	1	nt	nt
Cc1cccc(C)c1NC(=O)c1cn(-c2ccccc2)nc1-c1ccccc1	-0.05	1286	-20	14	-88%	2.8	2.1	6.1	-1	-0.33	-0.83	0.82	i	-1.9	544	i	9	24	632
O=[N+]([O-])c1cc(-c2nnc(N3CCOCC3)c3ccccc23)ccc1N1CCOCC1	-1.7	1638	1	-1	37%	1.9	2.8	10.0	-1.3	-0.061	-0.085	0.88	i	4.8	902	i	-4	3	608
CN(C)C(=O)c1ccc(-c2cc(C(F)(F)F)n(C)n2)s1	-0.21	1303	nt	nt	11%	nt	nt	nt	0.086	-0.23	0.025	0.43	i	0.1	1094	nt	nt	5	729
Cc1cc(C)n(Cc2ccc(C(=O)O)o2)n1	0.15	1491	9	-10	3%	1.6	2.0	9.4	-0.92	-0.19	-0.17	1.2	i	-1.2	1366	nt	nt	nt	nt
O=S(=O)(NCC1CC1)c1cccc(S(=O)(=O)N2CCCC2)c1	-1.1	848	13	-4	14%	1.2	2.8	7.0	0.55	-0.18	0.93	-0.79	i	-1.9	1215	i	-10	11	768
COc1ccc(C(=O)/C(C)=N/O)cc1OC	0.98	731	6	-13	8%	3.5	2.3	6.3	-0.18	-0.26	0.08	-0.48	i	-1.3	1084	i	-12	-1	727
CCOC(=O)C1=C(O)/C(=C\c2ccc(CNS(=O)(=O)c3ccc(Br)cc3)o2)N=C1C	-0.34	1420	-21	4	8%	1.7	1.5	6.9	-1.1	-0.23	-0.32	1.4	i	-1.6	1113	i	-19	-38	471

Assay outcomes deposited in PubChem BioAssay by several laboratories.

Some of the compounds tested; count on the stated rates, not on these rows.
